H9c2 TAG inh = inhibitors of triacylglycerol accumulation, primary screen, cell-based, uHTS, fluorescence, H9c2 | inhibition, % at 12.5 µM | H9c2 cells, Nile Red lipid (TAG) fluorescence; cells loaded with 200 µM oleic acid | AID 651582, 2012 | 0.66% of 230,000 active;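 active = pattern-corrected inhibition of lipid staining of at least 50% with the nuclear-stain viability signal not falling by more than 50%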;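 note: 0% = DMSO wells and 100% = triacsin C control wells; some results filed as inactive read as strong as hits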
H9c2 TAG inh DAPI viability = recorded beside H9c2 TAG inh, whose call it bears; DAPI nuclei signal change (viability), lower = more cytotoxic, %;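 whole-well DAPI fluorescence read on a plate reader as a viability signal; minus 50 percent equals half of cells still viable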
Numbers without * were called inactive. An excerpt; rates above refer to the full screens.

Compound	H9c2 TAG inh	H9c2 TAG inh DAPI viability
O=C(C1CCCN1S(=O)(=O)c1cccc2cccnc12)N1CCc2ccccc2C1 (stereo not given)	-3	-4
Cc1cc(C)nc(-n2nc(C)cc2NC(=O)c2ccc(F)cc2F)n1	11	-11
CCOc1ccccc1NC(=O)CSc1nnc(Cn2c(=O)sc3ccccc32)n1C	25	-5
O=C(Cc1ccccc1)c1ccc2c(c1)OCCO2	8	2
O=c1cc(-c2ccc([N+](=O)[O-])cc2)c2ccc(O)cc2o1	5	-7
OC(COc1ccc(CN2CCSCC2)cc1)CN1CCCCC1 (stereo not given)	4	-3
Cc1ccc(C(=O)Nc2ccc3c(c2)C(=O)N(C)C3=O)c(C)c1	-14	8
CCOc1cc([N+](=O)[O-])c2nc(N)sc2c1	-14	2
COc1cccc2cc(C(=O)N3CCCc4ccccc43)oc12	-5	-7
O=C(CS(=O)(=O)c1c[nH]c2ccccc12)N1CCc2ccccc21	7	1
C/C(=N\NC(=O)Cn1cnc2ccccc21)c1cccs1	4	-15
O=C(CN1C(=O)COc2ccccc21)c1ccc(Cl)cc1	6	-5
CCC(=O)c1c(CC)c2n3c1CC[C@H]3CCC2	2	3
COCCNc1nc2cc(-c3ccsc3)sc2c(=O)n1C	24	-1
Cc1csc(=O)n1CCC(=O)OCC(=O)NNC(=O)c1ccc(Cl)cc1	-4	-4

Two successive compounds from above:
Compound	H9c2 TAG inh	H9c2 TAG inh DAPI viability
O=C(C1CCCN1S(=O)(=O)c1cccc2cccnc12)N1CCc2ccccc2C1 (stereo not given)	-3	-4
Cc1cc(C)nc(-n2nc(C)cc2NC(=O)c2ccc(F)cc2F)n1	11	-11

Remaining list, next part.
Compound	H9c2 TAG inh	H9c2 TAG inh DAPI viability
Cc1ccccc1-n1c(C)nnc1SC(C)C(=O)NCC1CCCO1 (stereo not given)	13	29
CSc1nnc(SCc2nc3sc(C(=O)O)c(C)c3c(=O)[nH]2)s1	0	1
CC1Cc2ccccc2N1C(=O)CN1C(=O)NC(C)(c2ccc3c(c2)OCCO3)C1=O (stereo not given)	-20	0
COc1ccc(-c2noc(N3CCC(C(=O)Nc4ccccc4F)CC3)n2)cc1	0	-7
CCOc1ccc2nc(SCC3CC3(Cl)Cl)[nH]c2c1 (stereo not given)	-9	-4
Cc1ccc(Cl)cc1N1CCN(C(=O)C(C)n2ncn3cccc3c2=O)CC1 (stereo not given)	-11	7
Cc1ccc(NC(=O)CNC(=O)c2ccco2)nc1	8	0
COc1ccc(NC(=O)CSc2nnc3ccc(-c4ccccn4)nn23)cc1OC	1	-4
COC(=O)C(Nc1nccs1)(OC)C(F)(F)F (stereo not given)	-12	7
COCCNC(=O)C(=O)N/N=C/c1ccc(C(=O)OC)cc1	13	-9
O=C(CSc1nc2ccccc2c(=O)n1-c1ccc(SC(F)F)cc1)Nc1ccc(N2CCOCC2)cc1	33	-3
O=C(CSc1ncccc1C(=O)O)NC12CC3CC(CC(C3)C1)C2	0	-5
COc1ccc(C2OC(=O)c3ccccc3S2)cc1 (stereo not given)	1	-4
Cc1ccc(N2CC(C(=O)Nc3nnc(SCC(=O)NCC4CCCO4)s3)CC2=O)cc1 (stereo not given)	-6	10
C/C(CC(=O)Nc1ccccc1-c1ccccc1)=N\NC(=O)COc1ccc(C)cc1Br	16	12
COc1cc(NC(=O)c2ccc(NC3=NC4CS(=O)(=O)CC4S3)cc2)cc(OC)c1 (stereo not given)	1	5
O=C(COC(=O)CCC(=O)c1ccc(F)cc1)Nc1ccccc1	0	0
CCOC(=O)CCSc1n[nH]c(=S)s1	18	-8
CC1CCCCC1NC(=O)Cn1[nH]c(=O)c2ccccc2c1=O (stereo not given)	-4	19
C=CCn1cnnc1SCC(=O)N(C1CCCCC1)C1CCS(=O)(=O)C1 (stereo not given)	-24	3
O=C(CSC1=NCCS1)NC1CCCC1	-8	6
COc1cccc(NC(=S)N(Cc2ccc(C(=O)O)cc2)Cc2ccc(OC)c(OC)c2)c1	7	9
C=CCN(C)NC(=O)Nc1ccccc1	-1	-2
COc1ccc(NC(=S)N2CCCCC2c2cccnc2)cc1 (stereo not given)	0	1
CCn1c(SCc2ccccc2)nnc1-c1cccnc1	-6	9
Cn1cc(SCC(=O)Nc2ccc3c(c2)OCCO3)c2ccccc21	8	2
N/C(=N\OC(=O)Nc1ccccc1)c1ncc([N+](=O)[O-])s1	7	6
Cc1cc(C)cc(NC(=O)CSc2nc3c(c(=O)n2C)SC(C)C3)c1 (stereo not given)	3	-7
COc1cc(OC)c(OC)cc1CN1CCCC(C(=O)c2sccc2C)C1 (stereo not given)	-11	4
CCC(CCNC(=O)c1ccccc1)(CCNC(=O)c1ccccc1)[N+](=O)[O-]	1	-8
N=c1c2c3c(sc2ncn1N)CCC3	-3	10
CCNC(=S)N(CCN(CC)CC)Cc1cc2cc3c(cc2[nH]c1=O)OCCO3	11	3
CCCC(=O)NC(=S)Nc1cccc2c(O)cccc12	130	-99
CC(C)(C)n1nnnc1C(c1ccccc1F)N1CCN(C2CCCC2)CC1 (stereo not given)	-4	15
CCOc1ccc2nc(C)cc(Nc3ccc4c(c3)OCCO4)c2c1	28	13
C/C(=N/NC(=O)c1ccncc1)c1ccccc1	4	-7
CCN(CC)CC(=O)n1c2c(c3ccccc31)CCCC2	-3	6
COc1ccc2c(c1)C(=O)OC2CC(=O)O (stereo not given)	-20	2
CN(CCc1ccccn1)C(=S)Nc1ccc(Cl)c(Cl)c1	10	-15
CC(C)C(C(=O)Nc1sc2c(c1C#N)CCCCC2)N1C(=O)c2ccccc2C1=O (stereo not given)	11	-4
Cc1ccc(C2/C(=C(\O)c3c(C)nc4ccccn34)C(=O)C(=O)N2CCN(C)C)o1 (stereo not given)	6	11
Cc1cc(NC(=O)CSc2ncnc3c2cnn3-c2ccccc2)no1	-3	3
Cc1cccc(C#N)c1NC1=CC(=O)CC(C)(C)C1	-25	12
Cc1c(Cl)cnc(NC(=O)COC(=O)C2CC2)c1Cl	2	3
COCCN1C[C@@H](CO)O[C@@H](n2cnc3c(N4CCN(C)CC4)ncnc32)C1	-14	5
O=C(OC12CC3CC(CC(C3)C1)C2)c1ccc(NCc2cc(O)ccc2O)cc1	111	-62
CCC1=NN(C(=O)c2ccccc2O)C(O)(c2ccccc2)C1 (stereo not given)	31	-14
Cc1ccc(NC(=O)c2cc(S(=O)(=O)N3CCCC3)c[nH]2)c(C)c1	-18	7
COC(=O)[C@H](Cc1ccccc1)NS(=O)(=O)N[C@@H](Cc1ccccc1)C(=O)OC	-10	2
O=C(O)c1ccc(Cl)c(S(=O)(=O)N2CCCC2)c1	-13	1
Cc1cc(C)cc(N2C(=O)CCN(Cc3ccccc3)C2=O)c1	7	-1
CCCCN(C(=O)c1ccc2c(c1)OCCO2)c1c(N)n(CC(C)C)c(=O)[nH]c1=O	18	1
CC1CC(C)CN(C(=O)COC(=O)c2ccc[nH]c2=O)C1 (stereo not given)	-1	-8
CCOc1ccc(N2C(=O)Nc3ccccc3C2(O)C(=O)NCc2ccco2)cc1 (stereo not given)	-20	5
COc1cc(OC)c(/C=N/NC(N)=S)cc1Br	9	4
C=CCNC(=O)CSc1ncc2c(n1)-c1c(csc1SC)CC2	-6	34
Cc1ccc(OC(=O)C2CCN(C(=O)c3ccccc3C)CC2)c(Br)c1	-2	8
CC(C)c1ccc(N2CC(C)(C)C2=O)cc1	5	-2
O=C(NCc1ccc(F)cc1)C1CCCN1S(=O)(=O)c1ccccc1C(F)(F)F (stereo not given)	1	-1
Cc1cc(C)n2c(SCC(=O)N(CCC#N)c3ccc4c(c3)OCCO4)nnc2n1	123	-105

Following part
Compound	H9c2 TAG inh	H9c2 TAG inh DAPI viability
Cc1ccc(Cn2c(=S)[nH]c3ccc(N4CCOCC4)cc3c2=O)o1	-11	13
CCOC(=O)C1(Cc2ccccc2)CCN(CC2CC=CCC2)CC1 (stereo not given)	3	7
Cc1nc(C(=O)Nc2ccc(Cl)cc2Cl)nn1-c1cc(OC(C)C)c(Cl)cc1Cl	30	16
O=C1c2cc(Cl)ccc2OC2(CCNCC2)C12CC(c1ccccc1)=NO2 (stereo not given)	26	5
COc1ccc(OCc2nnc(SCC(=O)N3c4ccccc4Sc4ccc(Cl)cc43)o2)cc1	-19	13
CN(CC(=O)Nc1ccc(S(=O)(=O)N2CCCC2)cc1)Cc1c(F)cccc1Cl	-17	-8
Cc1ccc2c(c1)[C@H]1[C@H](CO2)[C@H](c2ccccc2)[C@]2(C)C(=O)N(Cc3ccc(Cl)cc3)CC(=O)N12	13	-4
CN(Cc1ccccc1NS(=O)(=O)c1ccc(Cl)cc1)C1CCCCC1	-5	13
C/C(N)=C(/C#N)C(=O)COC(=O)c1ccc(NC(N)=O)cc1	12	1
O=C(NC1CCCCC1)C(c1ccc(Cl)cc1)N1CCC2(CC1)OCCO2 (stereo not given)	18	-13
COc1ccc(S(=O)(=O)NC2CC(=O)N(c3ccc(C)c(C)c3)C2)cc1 (stereo not given)	-4	-7
O=C(O)c1ccccc1C1c2ccccc2Oc2ccccc21	-12	2
CCOc1ccc(NC(=O)CN(C)C(=O)c2ccccc2OCc2cccc(C)c2)cc1OCC	30	-3
O=C(CCCC(=O)N(CC(=O)NC1CCCCC1)Cc1ccco1)Nc1ccccn1	0	-5
Cc1ccc2nc(/N=C(\N)NC(=O)NC3CCCCC3)nc(C)c2c1	2	31
O=C(CSc1nnnn1Cc1ccccc1)Nc1ccc2c(c1)OCCO2	0	-1
O=C(Nc1ccc(C(=O)O)cc1)/C(=C/c1ccc([N+](=O)[O-])cc1)NC(=O)c1ccccc1	-6	-7
c1ccc(-c2noc(CSc3nnnn3-c3ccccc3)n2)cc1	-21	7
COc1ccc(CNC(=O)c2cc(S(=O)(=O)N3CCCCC3)ccc2N2CCOCC2)cc1OC	8	-7
CCOC(=O)CCSc1nc(-c2ccccc2)cc(C(F)(F)F)n1	-21	3
CCC(=O)NCCNC(=O)c1c(SC)nsc1SC	3	3
CC(Nc1cccc([N+](=O)[O-])c1)C(=O)Nc1ccc(S(=O)(=O)N2CCCC2)cc1 (stereo not given)	12	3
CCc1nnc(NC(=O)CSc2nnc(C3CCCCC3)n2-c2cccc(Cl)c2)s1	5	9
Cc1ccc(-c2nnn(CC(=O)O)n2)cc1	-5	5
COc1ccc(CC(=O)NCc2cccc(Cl)c2)cc1S(=O)(=O)N1CCOCC1	-5	-4
COc1ccc(/C=C2\CN(Cc3ccccc3)C/C(=C\c3ccc(OC)cc3)C2=O)cc1	-7	-7
CCSc1ccccc1C(=O)NCCCn1ccnc1	-4	7
N#Cc1cccc(S(=O)(=O)NCc2nnc3ccccn23)c1	-18	-1
CCCN(CC(=O)Nc1ccccc1OC)C(=O)c1ccccn1	-6	5
CCO[C@H]1OC(C(=O)N2CCN(C)CC2)=C[C@@H](C(C)(C)C)[C@@H]1CCCO	9	-6
CC(=O)c1cccc(Nc2cc(C)nc3c(C)cccc23)c1	6	3
CC12CCC(C(=O)N/N=C/c3ccc(O)cc3)(OC1=O)C2(C)C (stereo not given)	0	-6
O=C(NCCNC(=O)C(c1ccccc1)c1ccccc1)c1ccco1	3	1

Structures above with two or more sulfur atoms, in the order listed:
Compound	H9c2 TAG inh	H9c2 TAG inh DAPI viability
CCOc1ccccc1NC(=O)CSc1nnc(Cn2c(=O)sc3ccccc32)n1C	25	-5
COCCNc1nc2cc(-c3ccsc3)sc2c(=O)n1C	24	-1
CSc1nnc(SCc2nc3sc(C(=O)O)c(C)c3c(=O)[nH]2)s1	0	1
O=C(CSc1nc2ccccc2c(=O)n1-c1ccc(SC(F)F)cc1)Nc1ccc(N2CCOCC2)cc1	33	-3
Cc1ccc(N2CC(C(=O)Nc3nnc(SCC(=O)NCC4CCCO4)s3)CC2=O)cc1 (stereo not given)	-6	10
COc1cc(NC(=O)c2ccc(NC3=NC4CS(=O)(=O)CC4S3)cc2)cc(OC)c1 (stereo not given)	1	5
CCOC(=O)CCSc1n[nH]c(=S)s1	18	-8
C=CCn1cnnc1SCC(=O)N(C1CCCCC1)C1CCS(=O)(=O)C1 (stereo not given)	-24	3
O=C(CSC1=NCCS1)NC1CCCC1	-8	6
Cc1cc(C)cc(NC(=O)CSc2nc3c(c(=O)n2C)SC(C)C3)c1 (stereo not given)	3	-7
C=CCNC(=O)CSc1ncc2c(n1)-c1c(csc1SC)CC2	-6	34
COc1ccc(OCc2nnc(SCC(=O)N3c4ccccc4Sc4ccc(Cl)cc43)o2)cc1	-19	13
CCC(=O)NCCNC(=O)c1c(SC)nsc1SC	3	3
CCc1nnc(NC(=O)CSc2nnc(C3CCCCC3)n2-c2cccc(Cl)c2)s1	5	9
